UHRF1 MBD2 ctr – blocks human UHRF1 binding to methylated DNA; inhibition, % at 4.4 µM; AID 687016; actives 0.75% (n = 370,000); Q96T88; UHRF1 binding to methylated oligo, TR-FRET; in the data active = inhibition above about 21%;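 note: UHRF1 SRA domain binding a hemimethylated CpG hairpin DNA probe; 0% = median of test compound wells and 100% = reference inhibitor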
proKLK7 act – activators of human kallikrein-7 zymogen; P49862; purified proKLK7, EDANS-DABCYL substrate fluorescence; 100% is mature enzyme control, 0% vehicle; activation, % at 7 µM; actives 0.9% (n = 370,000); AID 652039;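 active = activation above the mean of all tested compounds plus 3 SD, computed per campaign excluding outliers beyond control limits, cut at about 13% in these data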
Target sequence (P49862 whole entry, looked up): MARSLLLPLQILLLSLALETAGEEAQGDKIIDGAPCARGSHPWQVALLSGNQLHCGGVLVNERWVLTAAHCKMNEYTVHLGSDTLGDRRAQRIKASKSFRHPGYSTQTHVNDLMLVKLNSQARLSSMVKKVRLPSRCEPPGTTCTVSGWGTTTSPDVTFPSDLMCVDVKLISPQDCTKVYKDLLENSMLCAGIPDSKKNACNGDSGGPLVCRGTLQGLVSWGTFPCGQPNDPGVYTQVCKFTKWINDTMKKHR
DDE Tn6 FP inh – DD(E)-Tn6 binding inhibition, primary FP screen | P02675 | Fibrin DD(E) TRITC-Tn6 fluorescence polarization displacement | inhibition, % at 8.3 µM | actives 0.21% (n = 370,000) | AID 720509;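 active = inhibition above a per-campaign cutoff: mean of compounds within control limits plus 3 SD, cut at about 15% in these data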;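 note: 0% = median of all compound wells on the plate and 100% = blocking peptide control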
LEDGF integ inh – blocks HIV-1 LEDGF/p75-dependent DNA integration. inhibition, % at 3.7 µM. actives 0.64% (n = 370,000). AID 743269. TR-FRET IN-LEDGF/p75 DNA integration, Eu/Cy5;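 active = inhibition above the screen-wide mean plus 3 SD, cut at about 13% in these data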;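 note: signal is the Cy5 over europium emission ratio at 671 and 618 nm; 0% = plate median of compound wells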
SIAE inh – inhibitors of human sialic acid acetylesterase SIAE; Q9HAT2; SIAE FP-Rh probe binding, fluorescence polarization; inhibition, % at 9.66 µM; actives 0.69% (n = 370,000); AID 1053197;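 active = inhibition above a cutoff: mean of compounds within the control limits plus 3 SD of those, cut at about 17% in these data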;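 note: 0% = plate median of compound wells and 100% = probe without SIAE protein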
TCR CD3 inh – inhibitors of human TCR-CD3 interaction | actives 0.37% (n = 360,000) | inhibition, % at 9.4 µM | AID 651800 | TAMRA-labeled TCR probe fluorescence, biochemical; in the data active = inhibition above about 19%;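 note: recombinant mutant TCR 2C K166C tagged with TAMRA read by polarization; 0% = receptor in buffer alone and 100% = receptor with positive control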
Tn7 DDE FP – disrupts Tn7 cyclic peptide binding to fibrin D-Dimer-E complex; actives 0.13% (n = 370,000); FP displacement of FITC-Tn7 peptide from fibrin DD(E); 0% = median of compound wells per plate; inhibition, % at 8.3 µM; P02675;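 active = inhibition above the mean of compounds falling within the control limits plus 3 SD of them, cut at about 14% in these data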;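 note: 0% = plate median of compound wells and 100% = 10 µM Aha-Tn7 peptide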
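Test system: human clot-derived fibrin DD(E) complex / Quantity: 2 µM final DD(E) protein / Incubation: 10 min plus 3 h, room temperature / Measured by: fluorescence polarization / Benchmarks: high control of 10 µM Aha-Tn7 peptide / Replicates: singlicate testing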
MBD2 inh – blocks human MBD2 binding to methylated DNA | inhibition, % at 4.4 µM | AID 686964 | TR-FRET, MBD2 binding to methylated oligonucleotide | actives 0.31% (n = 370,000) | Q9UBB5; in the data active = inhibition above about 13%
Target sequence (Q9UBB5 whole entry, looked up): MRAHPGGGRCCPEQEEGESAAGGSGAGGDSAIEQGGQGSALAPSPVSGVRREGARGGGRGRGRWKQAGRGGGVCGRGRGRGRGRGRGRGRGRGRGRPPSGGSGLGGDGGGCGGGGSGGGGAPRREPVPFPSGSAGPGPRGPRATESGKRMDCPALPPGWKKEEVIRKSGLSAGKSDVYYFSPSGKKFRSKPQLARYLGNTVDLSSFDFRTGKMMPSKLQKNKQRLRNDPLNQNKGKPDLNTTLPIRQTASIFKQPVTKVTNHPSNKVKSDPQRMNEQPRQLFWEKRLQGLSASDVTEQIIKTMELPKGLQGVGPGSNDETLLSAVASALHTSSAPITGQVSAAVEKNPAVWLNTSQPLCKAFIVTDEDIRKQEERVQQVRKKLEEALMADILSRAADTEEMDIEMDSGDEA
PRMT1 inh – PRMT1 (human) inhibition, primary screen; Q99873; actives 1.3% (n = 370,000); recombinant PRMT1, activity-based probe fluorescence polarization; inhibition, % at 2.79 µM;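 active = inhibition above about 21% made by adding two undisclosed values, limit read from the data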
TDP2 inh – TDP2 (human) inhibition, absorbance primary screen. O95551. AID 720702. recombinant TDP2, T5PNP hydrolysis, p-nitrophenol absorbance 415 nm. actives 0.34% (n = 370,000). inhibition, % at 12.8 µM;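 active = inhibition above the mean of all tested compounds plus 3 SD, set per campaign, cut at about 25% in these data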;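 note: 0% = DMSO with enzyme and 100% = buffer with substrate but no TDP2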
Target sequence (O95551 whole entry, looked up): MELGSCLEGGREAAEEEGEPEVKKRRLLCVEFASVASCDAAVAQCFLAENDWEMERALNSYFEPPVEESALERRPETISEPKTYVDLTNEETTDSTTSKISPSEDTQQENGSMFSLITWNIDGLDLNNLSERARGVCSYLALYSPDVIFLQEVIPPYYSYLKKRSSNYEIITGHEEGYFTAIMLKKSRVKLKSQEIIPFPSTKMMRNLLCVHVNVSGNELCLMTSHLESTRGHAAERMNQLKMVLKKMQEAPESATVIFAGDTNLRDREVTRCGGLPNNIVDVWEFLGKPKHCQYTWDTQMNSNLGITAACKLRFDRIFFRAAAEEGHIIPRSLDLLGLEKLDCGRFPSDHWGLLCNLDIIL
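Read-out basis: percent inhibition. System: recombinant human TDP2. Buffer or medium: Mg2+-containing Tris-HCl buffer, pH 7.5. Repeats: single replicate. Timing: reaction 2 h, 37 °C. Benchmarks: high control without enzyme, low control DMSO plus TDP2. Probe or stimulus: 5 mM T5PNP. Doses: 12.8 µM only. Measured by: epi absorbance of p-nitrophenol freed from T5PNP by hydrolysis.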
An asterisk follows results filed as active; / = not tested or not shown; & = joins results of further samples.

Fields: UHRF1 MBD2 ctr | proKLK7 act | DDE Tn6 FP inh | LEDGF integ inh | SIAE inh | TCR CD3 inh | Tn7 DDE FP | MBD2 inh | PRMT1 inh | TDP2 inh
CCn1c(SCC(=O)Nc2ccc(F)cc2F)nc2c(c1=O)SCC2
  1 | -0.2 | 1 | 1 | 7 | 1 | 3 | 7 | 14 | -11
CC(=O)Nc1cc(S(=O)(=O)C(F)(F)F)ccc1Cl
  -1 | 0.0 | 3 | -1 | -3 | 3 | 8 | 0 | -2 | 4
CCn1cc(C(=O)N[C@@H](CCSC)C(=O)NCCCOC)c(=O)c2cc3c(cc21)OCO3
  1 | 0.6 | -1 | 4 | 11 | 13 | 3 | 1 | -1 | -3
CCc1ccc(C)c(OC(=O)c2cncc(Br)c2)c1
  2 | -0.1 | 4 | -1 | 0 | 2 | -5 | 0 | -4 | -11
O=c1cnnc(SCc2ccc([N+](=O)[O-])cc2)[nH]1
  2 | -0.3 | 0 | 1 | 4 | 1 | -7 | -1 | 4 | -6
COC(C(=O)NCc1ccccc1C)c1ccccc1 (centres undefined)
  4 | -0.8 | 2 | -3 | -3 | -4 | 0 | 5 | 0 | -5
CCOc1ccc(NC(=O)CN(C)C(=O)c2cccc3ccccc23)cc1OCC
  1 | 0.1 | 1 | 2 | 10 | 6 | -3 | -1 | 0 | 10
O=C(c1ccccn1)C1CCCN(Cc2cn[nH]c2-c2cc3ccccc3o2)C1 (centres undefined)
  0 | -0.4 | -1 | -2 | 3 | 1 | 8 | -1 | -1 | 2
CC(Oc1ccc(Br)cc1)C(=O)Nc1ccc(N2CCOCC2)cc1N1CCOCC1 (centres undefined)
  -1 | 0.6 | -5 | 1 | 4 | -3 | -3 | 1 | 1 | -5
Cc1cc(N=Cc2c(O)n(-c3cccc(Cl)c3)c(=O)c3ccccc23)no1
  -3 | 5.0 | 5 | -3 | -2 | 7 | 5 | -8 | -1 | 10
Cc1cccc(OCC(=O)N(Cc2ccc(C)o2)C2CCS(=O)(=O)C2)c1 (centres undefined)
  0 | -0.4 | 3 | 0 | 0 | -1 | 2 | 0 | -2 | -2
COc1ccc(/C=C/C(=O)O)cc1S(=O)(=O)N1CCCCC1
  -2 | -0.5 | 7 | -10 | 2 | 2 | -1 | -6 | 2 | -7
Cc1cccc(N2C(=O)CC(Sc3nccc(C)n3)C2=O)c1 (centres undefined)
  1 | -0.1 | 0 | 4 | 0 | 8 | -2 | -6 | 6 | 8
O=C(COc1ccccc1)NCC(=O)Nc1ccncc1
  5 | -0.1 | -3 | -6 | -2 | -5 | 4 | 6 | 5 | -19
COc1ccc2oc(C(=O)OCC(=O)NC3CCCC3)c(C)c2c1
  -4 | -2.0 | 1 | -1 | 8 | -1 | 5 | 2 | -1 | 10
CCOc1ccc(C(c2c(C)[nH][nH]c2=O)c2c(C)[nH][nH]c2=O)cc1OCC
  -6 | -0.2 | -4 | 0 | 3 | 10 | 1 | -6 | 1 | 25*
Cc1ccc(-c2n[nH]c(=S)n2/N=C/C=C/c2ccccc2[N+](=O)[O-])cc1
  0 | -1.0 | 1 | 0 | -2 | 4 | 0 | -5 | 2 | 11
Cc1ccc(NS(=O)(=O)c2ccc(NC(=O)CN(c3cc([N+](=O)[O-])ccc3C)S(C)(=O)=O)cc2)c(C)c1
  2 | -0.3 | -11 | 1 | -125 | -1 | 3 | 3 | 0 | -2
O=C1NC(=O)/C(=C/c2cccc([N+](=O)[O-])c2)N1
  -2 | 0.2 | 4 | 2 | -4 | 2 | 8 | 1 | 4 | -2
O=C(COc1ccccc1)Nc1cccc(S(=O)(=O)N2CCCC2)c1
  -2 | 0.4 | -2 | 0 | -12 | 0 | 1 | 2 | -7 | 1
Cn1cc(CN2CCCC(CNS(=O)(=O)c3cccc4cccnc34)C2)cn1 (centres undefined)
  0 | -0.1 | 9 | 4 | -1 | 4 | -5 | -2 | -1 | 4
CCOC(=O)CSc1nnc(-c2ccc(OC)cc2)n1CC
  3 | 0.0 | 3 | 1 | -2 | -7 | 8 | -3 | 1 | -9
COc1cc(C=C(c2nc3ccccc3s2)c2nc3ccccc3s2)ccc1O
  -5 | 0.0 | -8 | 2 | -4 | -1 | -4 | -4 | 2 | -4
COc1cccc(CNc2ncn[nH]2)c1OCc1ccc(F)cc1
  0 | -0.4 | -3 | -6 | 7 | 0 | 3 | 0 | 4 | -6
CCOC(=O)C1C(=O)NC(c2ccccc2)=NC1c1ccccc1 (centres undefined)
  0 | -0.4 | 7 | 2 | -2 | 5 | 8 | 5 | 1 | 0
COc1ccc(NC(=O)CN(C)C(=O)c2oc3c(ccc4ccccc43)c2C)cc1
  0 | 0.2 | 8 | 5 | -5 | 2 | -11 | -2 | -1 | -12
O=C(N/N=C/c1ccc(OCCCF)cc1)c1ccc(C(F)(F)F)cc1
  0 | -0.3 | 0 | 1 | 2 | 5 | 5 | -1 | -3 | 5
Nc1nnc(SCC(=O)c2ccccc2)s1
  1 | 0.4 | -4 | 1 | 1 | -6 | 8 | 4 | 1 | 4
COCCN1C(=O)/C(=C/c2ccc(N3CCCC3)cc2C)SC1=S
  -3 | 0.0 | -7 | 8 | -42 | -11 | 0 | -8 | -3 | 9
COc1ccc(CCN2C(=O)CC(NCCc3ccc(S(N)(=O)=O)cc3)C2=O)cc1OC (centres undefined)
  -1 | 0.4 | 3 | 0 | 7 | 5 | 4 | -4 | 42* | -4
C/C=C/C=N/NC(=O)CN(c1ccc(Br)cc1)S(=O)(=O)c1ccccc1
  15 | 0.2 | -5 | -2 | 2 | 1 | -7 | 6 | 1 | -4
Cc1ccc(S(=O)(=O)NC(C(=O)N2CCOCCOCCOCCOCC2)C(C)C)cc1 (centres undefined)
  3 | -0.2 | -1 | -4 | -2 | -2 | -1 | -3 | 2 | -7
CC(=O)Nc1ccc(C(=O)OCC(=O)N2CCCC2)cc1
  0 | 0.3 | -1 | -1 | -4 | -7 | 6 | 4 | -2 | -3
OC(c1ccc(F)cc1)c1nc(-c2ccc(F)c(Cl)c2)cs1 (centres undefined)
  -2 | -1.2 | -1 | 3 | -15 | 1 | -6 | -5 | -3 | 1
Cc1cc2cc(C(c3nnnn3Cc3ccccc3)N3CCc4ccccc43)c(=O)[nH]c2cc1C (centres undefined)
  -13 | -0.2 | -9 | -1 | -10 | -7 | -3 | -5 | 4 | 9
Cc1ccc(C(=O)N[C@H](C(=O)Nc2cccc(S(=O)(=O)N3CCOCC3)c2)C(C)C)cc1
  -1 | -0.4 | -2 | -1 | 3 | 7 | -11 | -4 | 0 | 0
Cc1ccc2c(Cl)c(C)c(N3CCCCC3)nc2n1
  -5 | 0.4 | 2 | 3 | 2 | 7 | -6 | 2 | 2 | -9
O=c1cc(O)nc(SCc2ccccc2)[nH]1
  0 | -0.6 | 2 | 2 | -3 | 5 | 1 | -3 | -2 | -2
C=CCOc1ccc(C(=O)Nc2ccccc2C(=O)NCc2cccnc2)cc1
  3 | 0.5 | -5 | 1 | -6 | -9 | -8 | 0 | 3 | -27
Cc1cnc(C(=O)Nc2cccc(S(=O)(=O)N(C)C)c2)cn1
  -3 | -0.2 | 5 | 0 | -8 | 8 | -1 | 1 | -3 | 0
COC(=O)C1=C(C)N(Cc2ccc(Cl)cc2)C(=S)NC1c1ccc(F)cc1 (centres undefined)
  1 | -0.2 | -11 | -2 | -1 | 6 | -1 | -2 | 0 | 2
CC(=NNS(=O)(=O)c1ccc(C)cc1)c1ccncc1
  12 | 0.2 | 0 | -1 | 10 | 3 | 2 | 3 | 12 | 7
CCOc1ccc(OCCC(=O)OCC(=O)NC2CC2)cc1
  1 | -0.2 | -5 | -2 | 6 | 5 | -4 | -2 | 2 | -6
CCc1ccc([C@@H]2CC(=O)[C@@H]3CN(S(=O)(=O)c4ccc(C)cc4)[C@H](c4ccc(Cl)cc4)C[C@@H]3N2S(=O)(=O)c2ccc(C)cc2)cc1
  1 | -0.6 | -5 | 1 | -9 | -2 | -11 | -1 | -4 | 1
CCCCN(C(=O)/C=C/c1ccco1)c1c(N)n(CC(C)C)c(=O)[nH]c1=O
  -1 | 0.7 | -1 | -3 | 4 | -3 | -6 | -1 | 2 | -4
O=C(CCCO)c1ccc2c(c1)OCCO2
  3 | -0.2 | 1 | 0 | 0 | -2 | 0 | 7 | -1 | -6
CCOC(=O)Nc1ccc(NC(=O)c2ccccc2F)cc1
  8 | 0.5 | 0 | 1 | 1 | 0 | 6 | 8 | 2 | 2
Cc1nn2c(=O)cc(CSc3nc4ccccc4[nH]3)nc2s1
  1 | -0.1 | 2 | 2 | -4 | 4 | -1 | -3 | -2 | 0
CNS(=O)(=O)c1cccc(C(=O)OCC(=O)c2cc(C)n(CC3CCCO3)c2C)c1 (centres undefined)
  -2 | 0.3 | -3 | -2 | 1 | 0 | -1 | 0 | 4 | 10
Cc1nn(-c2ccccc2)c2nc(Cl)c(C(=O)O)cc12
  0 | 2.3 | 8 | 0 | -10 | 6 | 4 | 1 | 3 | -2

Other structures follow:
Fields: UHRF1 MBD2 ctr | proKLK7 act | DDE Tn6 FP inh | LEDGF integ inh | SIAE inh | TCR CD3 inh | Tn7 DDE FP | MBD2 inh | PRMT1 inh | TDP2 inh
N#Cc1cc2c(nc1SC1CCCCC1O)CCCC2 (centres undefined)
  -1 | -0.1 | -4 | 1 | -10 | 10 | -4 | 0 | 1 | -1
Cc1ccc(NC(=O)CN2CC(C)SC2=NC2CCCCC2)cc1 (centres undefined)
  -2&0 | 0.1&0.8 | -1&0 | 1&-6 | 7&9 | -5&-7 | -2&-5 | 2&8 | -1&4 | 5&2
COc1ccc(C2Nc3ccccc3C(=O)N2Cc2cccs2)cc1COc1c(C)cccc1C (centres undefined)
  2 | / | 2 | -1 | -4 | / | 4 | -2 | -1 | -7
COc1ccc(C(=O)NN2CCOCC2)cc1
  0 | -0.5 | 0 | 1 | -288 | -6 | 3 | -6 | 0 | -10
COc1ccc(C2=Nn3c(nnc3-c3ccccc3Cl)SC2)cc1OC1CCCC1
  -7 | -0.1 | -2 | 2 | -12 | -2 | -7 | -1 | -1 | 10

Profiles, quoted from the list:
Shown for N#Cc1cc2c(nc1SC1CCCCC1O)CCCC2 (centres undefined) → UHRF1 MBD2 ctr = -1; proKLK7 act = -0.1; DDE Tn6 FP inh = -4; LEDGF integ inh = 1; SIAE inh = -10; TCR CD3 inh = 10; Tn7 DDE FP = -4; MBD2 inh = 0; PRMT1 inh = 1; TDP2 inh = -1
Shown for COc1ccc(C(=O)NN2CCOCC2)cc1 → UHRF1 MBD2 ctr = 0; proKLK7 act = -0.5; DDE Tn6 FP inh = 0; LEDGF integ inh = 1; SIAE inh = -288; TCR CD3 inh = -6; Tn7 DDE FP = 3; MBD2 inh = -6; PRMT1 inh = 0; TDP2 inh = -10

Rows are unselected; about 4.6% have a hit in one of these screens.
